# High-throughput results from PubChem BioAssay.
# OXTR agonist: agonists of human oxytocin receptor; P30559; CHO-OTR cells, Fluo-8 calcium fluorescence; normalized: DMSO 0%, oxytocin 100%; activation, % at 3 µM; 320,000 tested, 0.32% active; AID 2435;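 active means activation above the mean of all tested compounds plus 3 SD, cutoff set per screening run, cut at about 20% in these data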;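 further: peak over basal fluorescence ratio from a 100 s FLIPR kinetic read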
# Target sequence (P30559 whole entry, looked up): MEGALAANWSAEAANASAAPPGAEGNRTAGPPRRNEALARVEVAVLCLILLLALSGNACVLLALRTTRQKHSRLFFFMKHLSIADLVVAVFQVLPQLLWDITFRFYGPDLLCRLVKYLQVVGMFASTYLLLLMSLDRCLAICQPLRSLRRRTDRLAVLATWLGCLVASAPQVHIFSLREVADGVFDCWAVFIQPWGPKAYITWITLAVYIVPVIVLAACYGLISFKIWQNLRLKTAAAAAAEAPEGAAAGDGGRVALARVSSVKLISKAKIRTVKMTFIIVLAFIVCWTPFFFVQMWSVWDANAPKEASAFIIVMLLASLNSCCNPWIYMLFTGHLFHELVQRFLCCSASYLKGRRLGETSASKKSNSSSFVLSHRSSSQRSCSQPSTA
# GalR3 antag: human GalR3 antagonism; 360,000 tested, 0.44% active; inhibition, % at 3 µM; HEK293 GalR3-CNG cAMP membrane potential fluorescence; galR3 body fused to GalR1 C-terminus;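 active means inhibition above the screen-wide average plus 3 SD, cut at about 13% in these data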;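 further: forskolin and galanin both at EC90 stimulate the cells; cAMP rise reported by CNG channel membrane potential dye signal; 0% = forskolin plus galanin with DMSO and 100% = forskolin alone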
# NALP1 yeast inh: NALP1 inhibition; 280,000 tested, 0.61% active; inhibition, % at 10 µM; S. cerevisiae NALP1/ASC/caspase-1 growth, X-gal OD620, 72 h; in the data active means inhibition mostly above about 24%, no sharp cut-off; inactive means mostly below about 32%; further: some compounds called inactive have numbers as strong as hits
# V1aR counter: activates human V1a receptor in oxytocin agonist counter-screen; P37288; CHO-V1R cells, Fluo-8 calcium fluorescence, agonist mode; 0% DMSO, 100% 3 nM vasopressin; activation, % at 3 µM; 320,000 tested, 0.25% active; AID 2797;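 active means activation above the mean activation of all tested compounds plus 3 SD, per screening run, cut at about 20% in these data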;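 further: signal is peak over basal fluorescence ratio across a 100 second FLIPR read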
# Target sequence (P37288 whole entry, looked up): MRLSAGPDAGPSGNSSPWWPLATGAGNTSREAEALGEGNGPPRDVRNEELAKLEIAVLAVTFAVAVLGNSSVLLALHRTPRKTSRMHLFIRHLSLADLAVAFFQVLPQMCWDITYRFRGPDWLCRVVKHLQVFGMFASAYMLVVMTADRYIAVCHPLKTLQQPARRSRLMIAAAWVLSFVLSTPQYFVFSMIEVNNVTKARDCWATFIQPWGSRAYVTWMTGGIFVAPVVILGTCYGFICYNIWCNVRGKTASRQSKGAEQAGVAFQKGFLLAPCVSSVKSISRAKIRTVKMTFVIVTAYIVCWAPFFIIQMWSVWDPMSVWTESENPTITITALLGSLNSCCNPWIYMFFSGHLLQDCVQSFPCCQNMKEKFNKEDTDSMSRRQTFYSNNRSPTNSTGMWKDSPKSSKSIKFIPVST
# GPR7 antag: human neuropeptides B/W receptor 1 antagonism | inhibition, % at 4.4 µM | P48145 | AID 1861 | GPR7-expressing cells, fluorescence antagonist assay | 290,000 tested, 1.1% active; in the data active means inhibition above about 16%, passing the limit was not always enough;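 further: cells stimulated with the agonist NPW; 0% = agonist with vehicle and 100% = vehicle without agonist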
# MEKK3 PB1 HTS: raises or lowers MEK5 binding to the human MEKK3 PB1 domain; Q99759; bead-based flow cytometry, Alexa488-MEK5 binding to MEKK3; actives lie on both sides; 0 = blocked by unlabeled MEK5, 100 = vehicle; binding response (% of control), % at 10 µM; 290,000 tested, 1.4% active; AID 1529;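 active means binding response more than 3 SD above or below the average of its plate-row segment, actives on both sides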;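 further: Alexa488 bead fluorescence after subtracting the streptavidin-only scavenger bead signal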
# PHOSPHO1 block: inhibitors of human PHOSPHO1 phosphatase. recombinant PHOSPHO1, absorbance phosphatase assay. AID 1565. Q8TCT1. 290,000 tested, 1.1% active. inhibition, % at 13.3 µM; in the data active means inhibition above about 60%
# Target sequence (Q8TCT1 whole entry, looked up): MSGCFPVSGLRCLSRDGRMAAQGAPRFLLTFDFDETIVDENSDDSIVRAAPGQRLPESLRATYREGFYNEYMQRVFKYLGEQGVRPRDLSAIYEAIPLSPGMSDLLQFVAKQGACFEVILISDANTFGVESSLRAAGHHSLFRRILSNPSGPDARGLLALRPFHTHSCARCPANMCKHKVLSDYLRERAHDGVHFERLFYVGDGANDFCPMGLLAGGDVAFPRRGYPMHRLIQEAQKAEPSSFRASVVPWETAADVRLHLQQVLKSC
# MEKK2mut PB1 HTS: signal of MEK5 binding to mutant human MEKK2 PB1 domain; bead flow cytometry, Alexa488-MEK5 binding to MEKK2 mutant; percent response, % at 10 µM; 290,000 tested, 0.35% active; in the data active means percent response above about 24%, passing the limit was not always enough; further: inactives centre near 1; some results filed as inactive read as strong as hits; reference of the scale not given here
# MEKK2wt PB1 HTS: raises or lowers MEK5 binding to wildtype human MEKK2 PB1 domain. Q9Y2U5. bead flow cytometry, Alexa488-MEK5 binding to MEKK2 WT; actives lie on both sides. binding response (% of control), % at 10 µM. 290,000 tested, 1.1% active. AID 1531; in the data active means binding response below about 67% or above about 130%
# The depositor's hits bear a star; . = not tested or not shown; [ ] = another dose, or the depositor's remark.
SMILES,OXTR agonist,GalR3 antag,NALP1 yeast inh,V1aR counter,GPR7 antag,MEKK3 PB1 HTS,PHOSPHO1 block,MEKK2mut PB1 HTS,MEKK2wt PB1 HTS
O=C(CSc1ccc2nnc(-c3ccccn3)n2n1)Nc1ccc(F)cc1F,0.8,-2,24,0.6,-18,102,43,2,102
C=CCSc1nnc2c(n1)[nH]c1c(C)cccc12,3.4,-8,22,3.1,-7,101,4,2,103
Cc1cc(C)nc(-n2nc(C)cc2NC(=O)COC(=O)CCC(=O)c2cccs2)n1,-1.5,-2,0,0.8,-7,100,-18,7,99
Cc1ccc(NC(=O)CN2CCc3cc4c(cc3C2C)OCCCO4)cc1C (configuration not stated),1.3,-8,9,2.6,14,101,12,-1,102
CCCN(CC(=O)c1cc(C)n(C)c1C)S(=O)(=O)c1cccc(C(F)(F)F)c1,0.9,-3,6,-0.7,-1,90,-6,-6,92
C/[N+]([O-])=C\CC(=O)c1ccc(-c2ccccc2)cc1,1.7,-5,29*,0.9,-3,81,28,-5,92
O=C(/C=C/c1ccccc1)Oc1cccc(C(=S)N2CCOCC2)c1,3.6,-8,18,4.9,1,102,-7,2,97
CCOc1cccc(-c2cc(C(=O)NN)[nH]n2)c1,-0.1,-4,-8,0.7,-6,98,3,-3,99
C=CCc1ccc(OCCCOc2ccc(C)c(C)c2)c(OC)c1,-0.6,-3,8,-1.5,-11,80*[inhibitor],-7,-10,91
O=C1NCCN(Cc2ccoc2)C1CC(=O)N(CCO)Cc1ccccc1 (configuration not stated),-0.8,-2,-12,0.1,-5,101,20,-4,100
Cc1ccc(S(=O)(=O)N[C@H](C(=O)OCn2nnc3ccccc3c2=O)C(C)C)cc1,2.0,-4,10,5.1,-10,108,-5,9,109
CCCOc1ccc(CNC(=O)CCC(=O)n2ncc3cc(C)ccc32)cc1,-0.9,.,5,0.4,-8,100,20,0,96
CCc1nc(N2CCN(C(=O)c3ccco3)CC2)c(C#N)c2c1COC(C)(C)C2,-1.9,-2,21,1.0,-15,102,11,-3,99
O=C(CCc1nc2ccccc2[nH]1)Nc1ccccc1,0.1,3,4,6.3,-4,100,20,-2,101
CCOC(=O)N1CCC(NC(=O)C(Cc2ccccc2)NC(=O)C2CCCCC2)CC1 (configuration not stated),0.0,-3,10,-0.3,-8,114,19,6,114

# Random excerpt: 2 records from the list
SMILES,OXTR agonist,GalR3 antag,NALP1 yeast inh,V1aR counter,GPR7 antag,MEKK3 PB1 HTS,PHOSPHO1 block,MEKK2mut PB1 HTS,MEKK2wt PB1 HTS
CCOc1cccc(-c2cc(C(=O)NN)[nH]n2)c1,-0.1,-4,-8,0.7,-6,98,3,-3,99
C=CCc1ccc(OCCCOc2ccc(C)c(C)c2)c(OC)c1,-0.6,-3,8,-1.5,-11,80*[inhibitor],-7,-10,91

# Following part
SMILES,OXTR agonist,GalR3 antag,NALP1 yeast inh,V1aR counter,GPR7 antag,MEKK3 PB1 HTS,PHOSPHO1 block,MEKK2mut PB1 HTS,MEKK2wt PB1 HTS
CC(C)=NNC(=O)CN1C(=O)NC2NC(=O)NC21 (configuration not stated),-1.6,1,27,-1.1,-2,110,-17,0,103
CC(=O)N1c2ccccc2C(=O)OC1c1cccnc1 (configuration not stated),0.4,-4,13,2.4,-3,.,8,.,.
CCOC(=O)c1c(CSc2ccc(CC)cc2)oc2ccc(O)c(CN(C)C)c12,25*,-15,16,14,28,112,20,36*,153*
CC(C)COc1ncnc2c1sc1nc3c(cc12)COC(C)(C)C3,0.2,.,7,0.8,-2,98,-12,-2,97
COc1cc(C2CC(c3cccs3)=NN2C(=O)CCl)ccc1OC(F)F (configuration not stated),2.1,-11,-6,2.1,1,107,32,2,102
COc1ccc(N2CCN(Cc3nc(Cc4cccc(F)c4)no3)C(C)C2)cc1 (configuration not stated),-2.2,-2,1,-1.3,-13,109,15,9,105
COc1ccc(N(CC(=O)N/N=C/c2ccc(OC)cc2OC)S(=O)(=O)c2ccccc2)cc1,-0.3,-6,6,1.4,-17,98,14,-3,91
Nc1nc(NCc2ccco2)nc(N2CCCC2)c1[N+](=O)[O-],-1.8,-1,25,5.7,-6,83,33,-13,89
CN(C)C(=O)c1c(C(F)(F)F)nn(C)c1Cl,0.8,-7,22,4.3,-2,102,45,0,101
O=C(N/N=C/c1oc(O)c2ccccc12)c1ccccc1O,-1.3,-3,-16,1.3,-2,103,28,-1,98
O=C(NNc1ccc([N+](=O)[O-])cc1)C12CC3CC(CC(C3)C1)C2,-0.8,-6,-2,-1.2,5,97,0,2,98
COc1ccc(CCN(C)Cc2ccc(C(=O)Nc3ccccc3)cc2)cc1OC,-0.1,-1,15,3.8,-5,91,33,-5,98
Cc1ccc(C(=O)ON=C2CCN(S(=O)(=O)c3ccccc3)CC2)cc1,19,-7,-11,0.6,-10,100,-105,1,101
CCCN1C(=O)S/C(=C\c2ccc(N3CCOCC3)o2)C1=O,2.1,-8,28,6.8,-10,94,-29,-10,88
Cc1ccc(N2CCN(c3ccc(C)cc3)C2c2ccncc2)cc1,-1.7,-1,-22,-1.0,8,103,14,-3,103
NC(=O)c1ccc(C(F)(F)F)n(Cc2ccc(Cl)cc2)c1=O,-0.9,-5,-7,1.3,-15,102,21,0,99
CC1CN(c2nc3c(c(=O)[nH]c(=O)n3C)n2Cc2ccccc2F)CC(C)O1 (configuration not stated),-0.8,-2,16,-0.7,-5,102,16,-1,99
Cc1ccc(C(=O)N2N=C(c3ccc(NS(C)(=O)=O)cc3)CC2c2cccs2)cc1 (configuration not stated),-0.9,-9,5,0.4,3,101,42,3,101
O=C(Cn1ccc([N+](=O)[O-])n1)c1ccccc1,0.1,-3,-4,1.0,1,100,35,-13,98
Cc1ccc(S(=O)(=O)c2nnn3c2nc(NCCCN2CCCC2=O)c2ccccc23)cc1C,0.9,-2,12,3.1,-13,103,-32,2,103
COc1cc(/C=N/NC(=O)c2cc3c(ccc4ccccc43)o2)cc(OC)c1O,0.2,-5,13,2.3,5,100,7,2,101
CCn1cc(CN2CCC(n3nccc3NC(=O)Cc3ccccc3)CC2)c(C)n1,-0.1,5,-2,0.7,0,99,33,5,100
Cc1ccccc1NC(=O)c1nnn(-c2ccc3c(c2)OCCO3)c1N,21*,-7,0,9.0,14,101,0,-5,100
Cc1cccc(C(=O)Nc2ncc(CN3CCOCC3)s2)c1,0.9,-3,1,1.3,-3,102,-25,3,102
CSc1nc(Nc2ccc(Cl)cc2)c(C#N)c(=O)[nH]1,0.2,-6,10,0.2,-16,113,-11,4,110
Cn1nnnc1SCc1nnc(-c2ccccc2Br)o1,1.7,0,2,0.8,-11,97,6,9,98
CCOC(=O)c1nc(C)n(-c2cc(OC)c(Cl)cc2Cl)n1,-0.8,0,10,-0.3,-3,114,16,-1,108
O=C(NC1CCCCCC1)C1C2C=CC3(CN(Cc4cccnc4)C(=O)C13)O2 (configuration not stated),-0.9,.,5,-0.1,-7,102,11,6,107
COc1ccc(NC(=O)CSc2nnc(Cc3cccn3C)n2CCc2ccccc2)c(OC)c1,2.0,.,-30,3.1,-4,98,18,3,101
Cc1ccccc1Nc1ncnc2c1cnn2C,1.6,-3,10,1.0,-19,103,24,7,112
CN(C)/C=C1/N=C(c2ccccc2)OC1=O,0.6,-2,-2,0.7,0,99,7,-1,97
CCOc1ccc(N/C=C/C(=O)c2ccc(OC)cc2)c([N+](=O)[O-])c1,0.8,0,-10,-0.4,7,101,-68,2,101
O=c1cc(C(F)(F)F)[nH]c2ccc(OC(F)(F)F)cc12,16,-5,-1,8.5,-16,99,-8,-1,106
C/C(=N\NC(=O)CSCc1ccc([N+](=O)[O-])cc1)c1ccccc1,1.0,-6,2,1.0,-6,102,-16,9,101
COc1ccc(-c2cc(C(F)F)n3ncc(C(=O)Nc4ccc(C(=O)N5CCOCC5)cc4)c3n2)cc1,-1.0,-2,3,-0.8,-3,87,-3,-3,87
CCc1nnc(NC(=O)CN2CCN(c3ccccc3F)CC2)s1,-1.3,1,-8,0.8,3,101,40,-10,98
CN(c1ccccc1C(=O)O)S(=O)(=O)c1ccc2[nH]c(=O)[nH]c2c1,.,-12,17,.,-12,103,15,-2,102
O=C(c1cc2ncc(Br)cn2n1)N1CCOCC1,0.4,-2,30,0.5,1,99,-4,-2,99
CN(C1CCCCC1)S(=O)(=O)c1ccc2c(c1)c(=O)c(C(=O)N1CCc3ccccc3C1)cn2C,-0.9,-5,-3,1.1,2,67,2,-16,78
COc1ccc(N2C(=O)CC3(CCCC3)CC2=O)cc1,-1.4,4,14,0.1,-11,114,-12,0,105
COCc1nc(-c2ccc(-c3ccccc3)nc2OC)no1,-1.5,-8,11,-0.6,8,100,17,-2,101
CN1CCN(/N=C/c2ccc(-c3ccc([N+](=O)[O-])cc3)o2)CC1,4.8,-6,17,7.0,-1,103,18,-2,103
O=C(COC(=O)c1ccc([N+](=O)[O-])s1)Nc1ccc(Cl)cn1,0.2,-1,20,0.7,-1,96,-2,0,97
Cc1ccc(NC(=O)CN2CCc3ccccc3C2)cc1S(=O)(=O)N1CCOCC1,1.3,0,36,1.3,3,96,-10,-3,99
Cc1ccc(S(=O)(=O)CC(N)=O)cc1,0.6,4,13,1.6,-3,114,25,5,107
Cc1cc(C)cc(NC(=O)C2(c3ccccc3)CC2(Cl)Cl)c1 (configuration not stated),-1.7,-5,18,0.4,-12,100,23,0,105
COc1ccc(Cl)cc1NC(=O)C/C(C)=N/NC(=O)CCc1ccccc1,-0.7,-7,2,0.8,1,99,14,-2,96
O=C(c1ccccc1)c1ccc(OC(=O)C2CCCCC2)cc1,-0.8,-9,12,-0.4,-1,112,19,12,111
CC1CCCC(C)N1CCCNC(=O)Cn1c(=O)c2cccn2c2cccnc21 (configuration not stated),0.9,-8,-1,0.7,1,97,15,0,107
COCCC1CCCCN1Cc1cn(-c2ccccc2)nc1-c1ccc2c(c1)OCO2 (configuration not stated),0.9,-1,18,0.3,-3,103,31,6,109
O=C(NC1CCCCC1)N1CCCC(c2nc(-c3cccs3)no2)C1 (configuration not stated),-1.9,1,-2,0.0,4,95,11,1,95
COc1cccc(C2C3=C(Nc4[nH]n(-c5ccccc5)c(=O)c42)c2ccccc2C3=O)c1 (configuration not stated),-1.2,.,23,-1.0,1,65,-11,-2,87
COc1cc2c(cc1OC)CN(CC(=O)Nc1ccc(Cl)c(S(=O)(=O)N(C)C)c1)CC2,-0.3,.,-11,-0.2,-2,.,48,.,.
COc1ccccc1CNc1nc(S(=O)(=O)c2ccccc2)c(Cl)s1,-1.3,-1,.,0.2,-9,127,4,-1,100
N/N=C1\CCCc2nonc21,0.2,-5,-6,0.0,-9,97,30,-5,94
CCOC(=O)c1c(-c2ccccc2Cl)cn2ccccc12,-2.9,-7,25,-2.0,-10,102,-14,-2,101
COc1ccc(NC(=S)NCCCN2CCCC2)cc1Cl,2.1,-8,-2,-0.9,-13,111,-74,8,118
Cc1c(/C=N/NC(=O)c2ccc(O)cc2)c2ccccn2c1C(=O)c1ccc(F)cc1,-0.7,-4,43,-0.8,20*,99,-10,-2,96

# Another view of some results above.
# Results follow in this order: OXTR agonist	GalR3 antag	NALP1 yeast inh	V1aR counter	GPR7 antag	MEKK3 PB1 HTS	PHOSPHO1 block	MEKK2mut PB1 HTS	MEKK2wt PB1 HTS
COc1cccc(C2C3=C(Nc4[nH]n(-c5ccccc5)c(=O)c42)c2ccccc2C3=O)c1 (configuration not stated)
    -1.2	.	23	-1.0	1	65	-11	-2	87
O=C(c1ccccc1)c1ccc(OC(=O)C2CCCCC2)cc1
    -0.8	-9	12	-0.4	-1	112	19	12	111
O=C(NC1CCCCC1)N1CCCC(c2nc(-c3cccs3)no2)C1 (configuration not stated)
    -1.9	1	-2	0.0	4	95	11	1	95
